Screens as filed in PubChem.
SDO1 yeast rescue: restores growth of sdo1-depleted yeast; S. cerevisiae sdo1-depleted JHY4D growth rescue, OD600 30 h; active compounds read high; pdr5 snq2 efflux-pump mutant strain; z-score at 10 µM; 140,000 tested, 0.21% active; AID 817;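 active = z-score above 3 at both the 24 hr and the 30 hr optical density reads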;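 note: z-score against mean and SD of all compound wells on the same plate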
INS promoter inh: TRM-6 insulin promoter activity inhibition; 130,000 tested, 0.9% active; inhibition, % at 2 µM; TRM-6 cells (human fetal islet line), insulin promoter-eGFP reporter, imaging; reporter expression induced with tamoxifen;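 active = inhibition above the mean plus 3 SD, with well images judged a real hit on visual review, cut at about 60% in these data, passing the limit was not always enough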
SDO1 yeast rescue Rescue 24 h: recorded beside SDO1 yeast rescue, whose call it bears; z-score; S. cerevisiae sdo1-depleted JHY4D growth rescue, OD600; measured here: growth rescue at 24 h;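 0 is the plate mean of compound wells and units are plate SD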
The depositor's hits bear a star; i = inactive; / = no result given; [ ] = remark or other dose.

SMILES	SDO1 yeast rescue	SDO1 yeast rescue Rescue 24 h	INS promoter inh
CC1CCCN(c2ccc(F)cc2N)C1 (stereo not given)	/	/	7.7
CCOC(=O)c1c(C)oc2c1c(C(c1ccncc1)N1CCOCC1)c(O)c1ccccc12 (stereo not given)	-3.03	-1.89	0.0
COC(=O)[C@@]1(Cc2ccc(OC)cc2)[C@@H]2C(=CC(=O)[C@H]2CC(=O)C(=O)N2CCCC2)CN1C(=O)c1ccccc1	-0.48	-0.06	40.0
CCc1sc(C(=O)NCc2cc(C)n(C)n2)cc1Br	0.57	-0.05	-34.6
O=C(O)c1cccnc1	-0.06	-0.91	27.3
NC(=O)c1ncc(C(F)(F)F)cc1Oc1cccc(C(F)(F)F)c1	0.39	1.12	35.5
CSc1nsc(SC)c1C(=O)NCCNS(=O)(=O)c1ccc(C)cc1	0	-0.66	-47.4
O=C1CCC2CCCCC2(O)O1 (stereo not given)	1.1	1.14	/
CC(Sc1nc(-c2ccccc2)cs1)C(=O)Nc1ccc(Cl)cn1 (stereo not given)	-0.53	-0.54	/
CC1=CC2=NC(=O)CC(C)(C(=O)N(CC(=O)NC(C)C)C3CCCC3)N2C=C1 (stereo not given)	/	/	16.7
C=CCN(CC=C)S(=O)(=O)c1ccc2nc(NC(=O)C3CCCO3)sc2c1 (stereo not given)	-0.57	0.64	30.8
O=C1c2ccccc2S(=O)(=O)c2cc(C(=O)N(c3ccccn3)c3ccccn3)ccc21	-0.27	-0.83	/
CCCCOC(=O)CSc1nnc(-c2ccc(Cl)cc2Cl)o1	-0.19	-0.1	16.1
CCOC(=O)NC(Nc1sc2c(c1C(N)=O)CCCC2)(C(=O)OCC)C(F)(F)F (stereo not given)	0.45	0.12	-55.6
O=C(NCc1ccc(F)cc1)C1CC(=O)N(CCc2ccccc2)C1 (stereo not given)	0.3	0.39	-46.7
O=C(NNC(=O)C1CC1c1ccccc1)c1cccc([N+](=O)[O-])c1 (stereo not given)	0.78	0.12	0.0
COc1ccccc1OCC(O)Cn1nc(C)cc1C (stereo not given)	-0.2[10.1 µM]	-0.36	/
O=C(CSc1ccsc1[N+](=O)[O-])N1CCN(c2ccc(Cl)cc2)CC1	0.05	1.02	/
COc1cc(/C=C(/C#N)C(=O)NCCc2c[nH]c3ccccc23)ccc1OCc1ccccc1F	0.74	3	/
O=C(CSc1ccc(-c2ccccn2)nn1)c1ccc(F)cc1	/	/	-16.7
O=C(CNC1=NCCC1)c1ccc(Cl)cc1	1.18	1.15	-18.8
COc1ccc(C2NC(=O)c3ccccc3O2)cc1OC (stereo not given)	0.65	-0.25	23.8
CC(C)Oc1ccc(Cn2c(=O)sc3ccccc32)cc1	-1.34	-1.77	-100.0
Cc1cc(C(=O)NN=C2CCCCC2)c2ccccc2n1	0.78	0.48	/

By substructure: the entries above with a nitro group on carbon (2)
SMILES	SDO1 yeast rescue	SDO1 yeast rescue Rescue 24 h	INS promoter inh
O=C(NNC(=O)C1CC1c1ccccc1)c1cccc([N+](=O)[O-])c1 (stereo not given)	0.78	0.12	0.0
O=C(CSc1ccsc1[N+](=O)[O-])N1CCN(c2ccc(Cl)cc2)CC1	0.05	1.02	/

(more compounds)
SMILES	SDO1 yeast rescue	SDO1 yeast rescue Rescue 24 h	INS promoter inh
Cc1ccc(S(=O)(=O)N2CCC(=O)N(C(COCc3ccccc3)Cc3ccccc3)CC2)cc1 (stereo not given)	-0.39	0.12	-35.0
N#CCCn1ncn(-c2ccccc2)c1=S	2.19	2.06	-173.3
COc1ccc(-c2cc(C(F)(F)F)nc(SCCC(=O)Nc3cc(C)on3)n2)cc1	-0.03	1.39	/
O=C1CCC(=O)N1CN(C(=O)c1ccco1)c1ccc(Cl)c(Cl)c1	0.03[6.8 µM]	-0.25	/
Cn1cc(/C=N/NC(=O)c2cccc([N+](=O)[O-])c2)c2ccccc21	0.18	1.18	/
NC(=O)c1c(N)sc2c1CCCC2	0.96	0.81	36.8
O=C1C2C3C=CC(CC3)C2C(=O)N1c1ccc2c(c1)OCO2 (stereo not given)	0.48	0.38	-34.9
C=CCN(c1ccc(C(=O)Nc2cc(C)cc(C)c2)cc1)S(C)(=O)=O	-0.5	-0.78	-8.1
CCCN(C(=O)Cc1nc(N)n[nH]1)C1(C(=O)Nc2c(C)cccc2C)CCCCC1	0.08	-0.76	/
CCOC(=O)c1c(C)[nH]c(C(=O)COC(=O)C2(C)CC2(Cl)Cl)c1C (stereo not given)	-0.63	-0.63	-75.0
O=C(CSc1nc2ccccc2s1)Nc1cc(S(=O)(=O)N2CCOCC2)ccc1Cl	-1	-0.42	-58.7
CCOC(=O)CCSc1nc2c(c(C(F)(F)F)c1C#N)CCC2	-0.19	-0.24	25.6
CC(Sc1nc(N2CCOCC2)nc(N2CCOCC2)n1)C(=O)Nc1ccccc1 (stereo not given)	-0.27	-1.11	29.0
O=C(Nc1ccc(N2CCCCC2)cc1)c1ccc(F)cc1	-1.75	-1.39	14.7
O=[N+]([O-])c1cccc(/C([O-])=C(/C(=S)Nc2cccc3ccccc23)[n+]2ccccc2)c1	-1.04	-1.51	/
O=C(c1ccco1)N1CCN(CCCCOc2ccc(F)cc2)CC1	0.27	-0.19	-14.3
Oc1ccc(CNc2ccccc2F)c2cccnc12	-0.17	0.31	/
O=C(NCc1ccc2c(c1)OCO2)c1ccncc1	0.59	0.51	15.8
C/C(N)=C(/C#N)C(=O)COC(=O)CCCNC(=O)c1ccc(Cl)cc1	/	/	-42.9
CC(=O)c1cccc(NC(=O)C2CCN(S(=O)(=O)c3ccc(F)cc3)CC2)c1	-0.72	-0.43	-9.4
CC(=O)NC1=C(N(C)C2CCS(=O)(=O)C2)C(=O)c2ccccc2C1=O (stereo not given)	1.21	1.26	-3.1
COCCCNS(=O)(=O)c1ccc(S(=O)(=O)N2CCCC2)cc1	0.89	1.11	33.3
S=c1[nH]nc(C2COc3ccccc3O2)o1 (stereo not given)	-0.15	-0.27	-92.3
CC(C)(C)NC(=O)CN(C(=O)Cn1nnc(-c2ccccc2F)n1)c1cccc2c1CCCC2	-1.13	-0.57	47.8
COc1ccc(CC(=O)NC(C)c2nnc(SCc3nc4ccccc4c(=O)[nH]3)n2C)cc1 (stereo not given)	0.18	-0.51	-28.6
Cc1[nH]n(-c2ccccc2)c(=O)c1C=Nc1cnc2ccccc2c1	1.99	1.37	57.8
CC(C)Oc1ccccc1C1CC(=O)Nc2cc3c(cc21)OCO3 (stereo not given)	-2.01	-1.56	-300.0
CC12C(=O)N(c3nccs3)C(=O)C1C1C=CC2C1 (stereo not given)	1.92	2.75	16.7
CC(C)(C)n1ncc2c(=O)n(CC(=O)NCc3ccc(F)cc3)cnc21	1.42	1.05	/
Cc1ccc2cc(CN(C(=O)c3cccnc3)C(C)C)c(=O)[nH]c2c1	1.04	0.69	-41.2
NC(=O)C[n+]1cccc2ccccc21	0.92	-0.16	19.2
COc1ccc(C(C)=O)cc1COC(=O)c1ccc2c(c1)OCO2	-0.67	0.86	/
O=C(COC(=O)c1ccc(Br)o1)Nc1nc2ccccc2s1	-0.47	-0.69	/
C[C@@H]1CC[C@H]2C(=O)N3[C@@H](CC[C@@H](C)[C@@H]3c3ccc(Br)cc3)C(=O)N2[C@H]1c1ccc(Br)cc1	-1.17	-0.9	-30.0
CCOCCCNC(=O)/C=C1\Sc2ccccc2N(Cc2ccccc2F)C1=O	/	/	-22.2
O=C(NC1CC2CCCC(C1)N2CC(=O)N1CCCc2ccccc21)C1CCCCC1 (stereo not given)	-0.25	-0.36	38.1

Next section; the last 7 above are carried over.
SMILES	SDO1 yeast rescue	SDO1 yeast rescue Rescue 24 h	INS promoter inh
Cc1ccc2cc(CN(C(=O)c3cccnc3)C(C)C)c(=O)[nH]c2c1	1.04	0.69	-41.2
NC(=O)C[n+]1cccc2ccccc21	0.92	-0.16	19.2
COc1ccc(C(C)=O)cc1COC(=O)c1ccc2c(c1)OCO2	-0.67	0.86	/
O=C(COC(=O)c1ccc(Br)o1)Nc1nc2ccccc2s1	-0.47	-0.69	/
C[C@@H]1CC[C@H]2C(=O)N3[C@@H](CC[C@@H](C)[C@@H]3c3ccc(Br)cc3)C(=O)N2[C@H]1c1ccc(Br)cc1	-1.17	-0.9	-30.0
CCOCCCNC(=O)/C=C1\Sc2ccccc2N(Cc2ccccc2F)C1=O	/	/	-22.2
O=C(NC1CC2CCCC(C1)N2CC(=O)N1CCCc2ccccc21)C1CCCCC1 (stereo not given)	-0.25	-0.36	38.1
O=C(Nc1ccc2c(c1)OCO2)C1CC(c2ccc(Cl)cc2)=NO1 (stereo not given)	-0.88	-0.95	-37.1
CCOC(=O)c1ccc(N2CN(CCc3ccccc3)CNC2=S)cc1	-0.26	-0.6	/
CCOC(=O)c1ccc(NC(=O)CCC(=O)OC)cc1	-0.47	-1.29	/
Cn1c(N)c(C(=O)COC(=O)c2cc(-c3ccco3)nc3ccccc23)c(=O)n(C)c1=O	-1.28	-0.96	-9.1
CC(C)CN(C(=O)CN1CCN(S(=O)(=O)c2ccccc2)CC1)c1c(N)n(CC(C)C)c(=O)[nH]c1=O	-0.26	-1.11	15.4
CCOC(=O)c1cc(-c2ccccc2)n(CCC(=O)N2CCN(c3ccccn3)CC2)c1C	-0.71	-0.58	-9.4
CN(C)CCN(C(=O)c1cc(Cl)sc1Cl)c1nc2ccc(F)cc2s1	0.48	0.34	/
Cc1ccc(C(=O)Nc2cc(=O)n(C)c(=O)n2C)o1	0.76	-0.21	i
O=C(c1ccncc1)N1c2ccccc2Sc2ccccc21	/	/	38.5
Cc1ccc(S(=O)(=O)N2CCOCC2)cc1C(=O)O	1.31	1.3	-31.2
N#CCCN1CCN(C2=NC(=O)/C(=C\c3cccs3)S2)CC1	/	/	33.3
CC1=C(C(=O)Nc2ccccc2C)C(c2ccc(C)o2)NC(=S)N1 (stereo not given)	1.14	0.92	/
CCOC(=O)c1c(C)[nH]c(C(=O)OCC(=O)Nc2cc(Cl)ccc2OC)c1C	-1.12	0.21	45.7
Cc1ccccc1NC(=O)CCN1C(=O)CSC1=O	0.21	-0.2	-262.5
COc1ccc(NC(=O)CN(c2ccc([N+](=O)[O-])cc2)S(=O)(=O)c2ccccc2)cc1	-0.74	-0.26	-18.8
Cn1c(=O)n(CC#N)c2ccccc21	-0.2	-0.67	/
O=C(NCCN1CCOCC1)Nc1ccc(Cl)cc1Cl	0.63	0.41	-89.7
Cc1ccc(NC(=O)C2C3/C=C\CCCCC32)cc1C (stereo not given)	-0.68	-0.24	/
Cc1csc(NC(=O)c2ccccc2O)n1	-0.46	-0.34	15.6
Cc1ccc(NC(=O)CSc2nnc(Cc3ccccc3)o2)c(C)c1	/	/	-6.7
O=C(CSc1nnc(-c2cccs2)n1Cc1ccccc1)N1CCc2ccccc2C1	-1.77	-0.91	-10.3
Cc1ccc(Cl)cc1NC(=S)N(Cc1ccco1)C(C)c1cccs1 (stereo not given)	/	/	-16.7
Cc1cc(C(=O)Nc2nc(C)c(C(=O)N(C)C)s2)ccc1[N+](=O)[O-]	0.98	0.64	3.5
CN(C)S(=O)(=O)c1ccc(N2CCCC2)c(C(=O)Nc2nc(-c3ccc(F)cc3)cs2)c1	-0.58	0.03	-11.7
Cc1[nH]c2ccccc2c1-c1csc(NC(=O)CN2CCOCC2)n1	/	/	5.3
Cc1ccc(-n2[nH]c(C)c(/C=N/c3ccccn3)c2=O)cc1	0.68	0.51	/
Cc1ccccc1Cc1n[nH]c(=S)n1N	0.17	0.02	/
COc1ccc(N/C=C/C(=O)C(F)(F)F)cc1	0.25	-0.89	28.6
O=C(CSc1nc2ccccc2c(=O)n1NC(=O)Cc1ccccc1)NCCc1ccccc1	-0.11	-0.65	-33.3
Cc1cccc(-n2c(-c3cccc([N+](=O)[O-])c3)nc3nc4ccccc4nc32)c1	-0.51	0.13	/
CN(C)c1ccc(NC(=O)CN2CCC(C(=O)c3ccc(F)cc3)CC2)cc1	-0.77	-0.97	/
CCOC(=O)CCC(NC(=O)CCCCC(=O)NC(CCC(=O)OCC)C(=O)OCC)C(=O)OCC (stereo not given)	0.63	0.37	-198.4
C=CCNC(=S)NNC(=O)c1csc(C)c1C	0.07	-1.42	/
Cc1cccc2sc(N(CCCN(C)C)C(=O)COc3ccc(Cl)cc3)nc12	/	/	61.1
O=C(COC(=O)/C=C/c1cnc2ccccc2n1)NCC(F)(F)F	0.27	0.36	1.8
O=C(COC(=O)c1cc(-c2cccc3ccccc23)nc2ccccc12)NC1CCS(=O)(=O)C1 (stereo not given)	1.07	0.05	-16.9
COc1cc(C(=O)OCC(=O)c2c[nH]c3ccccc23)ccc1OCC(=O)N1CCOCC1	0.93	0.64	64.5
O=C(CSc1nnc(Cc2cc(=O)[nH]c(=O)[nH]2)n1-c1ccccc1)N1CCCC1	-1.14	-1.42	-48.4
O=C(O)/C=C\c1ccccc1Oc1ccc(F)cc1	/	/	-18.8
O=C(c1ccccc1Cl)N1N=C(c2ccc(Br)cc2)CC1c1nc2ccccc2[nH]1 (stereo not given)	-1.24	-0.45	-21.6
COC(=O)c1c2c(nc3ccccc13)CCC2	0.32	0.38	29.0
O=C(CSc1nc2[nH]ncc2c(=O)[nH]1)N1CCCC1	-0.03	-0.69	/
CCOC(=O)C1=C(C)NC(C)=C(C(=O)OCC)C1C(=O)OCC(=O)N(CC)C1CCS(=O)(=O)C1 (stereo not given)	/	/	20.0
Nc1nc2ncc(-c3ccsc3)c(N)n2n1	/	/	-13.3
CC(=O)Nc1ccc(CN2CCCCCCC2)cc1	1.02	0.79	/
